PglD inh: inhibitors of Campylobacter jejuni PglD acetyltransferase; purified PglD enzyme, DTNB colorimetric CoA detection; inhibition, % at 12.5 µM; hit rate 0.098% among 360,000; AID 602405; in the data active = inhibition above about 16%, passing the limit was not always enough; note: strong numbers were not always called active
PGC1a acetyl inh: lowers PGC1a acetylation signal in U2OS cells. hit rate 0.17% among 350,000. AID 651687. AlphaScreen anti-acetyl-lysine; with virally co-expressed GCN5 acetyltransferase. inhibition, % at 15.6 µM;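 active = every replicate shows inhibition of at least 40%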;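 note: 0% = neutral control wells and 100% = positive control wells; some results beyond the cut were filed as inactive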
EWS-Fli inh: blocks EWS/Fli oncoprotein-driven transcription; A673 NR0B1-luciferase reporter, viability-normalised; inhibition, % at 12.6 µM; hit rate 0.67% among 350,000;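 active = mean inhibition of at least 50% after viability correction, with every replicate also passing that limit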;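 note: firefly luciferase signal divided by Alamar Blue viability fluorescence both relative to DMSO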
ERAP1 inh: blocks human ERAP1 aminopeptidase activity | hit rate 0.15% among 340,000 | Q9NZ08 | recombinant ERAP1, Leu-AMC fluorescence, 60 min | inhibition, % at 10.7 µM;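 active = mean replicate inhibition of at least 30%, or all replicates individually reaching that 30% level; inactive = mean below 30% and not every replicate reaching it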;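 note: 0% = neutral control wells and 100% = L-leucinethiol positive control wells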
Target sequence (Q9NZ08 whole entry, looked up): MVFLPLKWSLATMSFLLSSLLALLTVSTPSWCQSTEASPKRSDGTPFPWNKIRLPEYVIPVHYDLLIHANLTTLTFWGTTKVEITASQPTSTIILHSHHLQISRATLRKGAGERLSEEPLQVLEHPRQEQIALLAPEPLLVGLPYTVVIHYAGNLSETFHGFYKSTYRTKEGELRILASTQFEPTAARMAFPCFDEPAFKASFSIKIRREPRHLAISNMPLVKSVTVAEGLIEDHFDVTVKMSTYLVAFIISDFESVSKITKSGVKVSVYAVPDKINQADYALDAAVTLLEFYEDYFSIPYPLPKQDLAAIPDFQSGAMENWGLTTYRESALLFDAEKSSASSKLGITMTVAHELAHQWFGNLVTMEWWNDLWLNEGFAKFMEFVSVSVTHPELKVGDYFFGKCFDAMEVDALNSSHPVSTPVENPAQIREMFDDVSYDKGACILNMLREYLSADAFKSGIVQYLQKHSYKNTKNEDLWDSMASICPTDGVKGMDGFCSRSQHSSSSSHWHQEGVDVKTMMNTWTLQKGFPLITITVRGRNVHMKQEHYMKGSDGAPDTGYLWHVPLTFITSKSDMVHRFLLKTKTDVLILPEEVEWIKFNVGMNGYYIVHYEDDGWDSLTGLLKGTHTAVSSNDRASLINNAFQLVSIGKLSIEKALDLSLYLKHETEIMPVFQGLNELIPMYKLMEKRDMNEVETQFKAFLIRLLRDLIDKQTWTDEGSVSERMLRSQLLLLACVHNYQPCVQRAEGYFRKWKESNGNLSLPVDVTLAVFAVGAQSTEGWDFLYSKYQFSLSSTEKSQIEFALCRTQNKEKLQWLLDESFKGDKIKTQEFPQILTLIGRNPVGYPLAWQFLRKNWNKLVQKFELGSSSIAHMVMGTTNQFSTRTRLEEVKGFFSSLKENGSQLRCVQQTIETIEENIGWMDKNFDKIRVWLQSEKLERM
S100A4 MyoIIA: inhibitors of human S100A4 binding to myosin IIA peptide; S100A4/TAMRA-MyoIIA peptide fluorescence polarization; inhibition, % at 10.7 µM; hit rate 0.14% among 360,000;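 active = mean inhibition of at least 70% across replicates, with every replicate also reaching that level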
Target sequence (P26447 whole entry, looked up): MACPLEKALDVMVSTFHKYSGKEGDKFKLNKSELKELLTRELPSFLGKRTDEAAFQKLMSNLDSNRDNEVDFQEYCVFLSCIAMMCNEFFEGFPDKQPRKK
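Material: human S100A4 monomer with TAMRA-labelled myosin IIA peptide; buffer or medium: HEPES pH 7.2 with CaCl2, KCl, NaCl, DTT, Triton; compound dosing: one concentration per compound; schedule: 5 min incubation before reading; benchmarks: neutral control DMSO, positive control TFP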
LGR2 antag: inhibitors of bursicon-induced Drosophila LGR2 receptor cAMP signaling; hit rate 0.35% among 380,000; HEK293 LGR2, CRE-luciferase, bursicon-stimulated, 4 h; inhibition, % at 9.99 µM;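 active = drop in luminescence signal, shown as inhibition above about 50% in the replicate tests, limit read from the data, passing the limit was not always enough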;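 note: agonist challenge used bursicon conditioned medium at about half maximal strength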
PAX8 reporter: inhibitors of PAX8 transcriptional activity in RMG-I cells | RMG-I TPO-luciferase reporter, SteadyGlo, 24 h | inhibition, % at 12.6 µM | hit rate 1.2% among 360,000 | AID 652154;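 active = mean replicate inhibition at least 60% with every replicate also reaching 60%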;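 note: luciferase light reporting Pax8 driven TPO promoter activity; plate controls were median of neutral control wells for no effect and mitoxantrone controls for full effect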
FN deposit inh: fibronectin deposition inhibition; hit rate 0.086% among 350,000; inhibition, % at 12.6 µM; AID 743247; AH1F fibroblasts, Alexa488-fibronectin deposition fluorescence, overnight;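 active = mean inhibition across replicates of 30% or more, regardless of how many single replicates reach that level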;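 note: positive control wells lacked labelled fibronectin entirely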
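Schedule: 1 h cell adhesion before compound, then overnight fibronectin incubation; test system: AH1F fibroblast monolayer depositing Alexa488-labelled fibronectin into matrix; quantity: 10000 AH1F cells per well; probe or stimulus: fluorescent fibronectin at 24 nM final; signal: fluorescence, ex 485 nm, em 525 nm; evaluation: percent inhibition as loss of matrix-bound fibronectin fluorescence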
* = called active by the depositor; nt = no result given; & = joins results of further samples.

No.	Molecule	PglD inh	PGC1a acetyl inh	EWS-Fli inh	ERAP1 inh	S100A4 MyoIIA	LGR2 antag	PAX8 reporter	FN deposit inh
1	CNS(=O)(=O)c1cccc(C(=O)OCC(=O)c2ccc(S(=O)(=O)N3CCCCC3)cc2)c1	3	2	8	5	-16	-12	-7	-5
2	CCOc1ccccc1NC(=S)NCCCn1ccnc1	2	nt	10	4	-2	8	2	-14
3	CCNC(=O)CSc1nc2ccccc2c(=O)n1-c1cc(OC)ccc1OC	-5	21	nt	nt	nt	12	nt	-1
4	Cc1cc(C)n(CCC(=O)N/N=C/c2cccc([N+](=O)[O-])c2)n1	nt	6	-7	0	-1	nt	13	2
5	O=C(Nc1ccccc1F)N1[C@H](CO)[C@@H]2c3ccccc3NC[C@@H]21	3	7	-96	-1	-7	-37	-249	nt
6	O=C(CNC(=O)c1ccccc1F)c1ccccc1	-3	nt	-12	1	-2	36	-97	11
7	c1ccc(C2=Nc3ccccc3NC(c3ccccc3)C2)cc1 (centres undefined)	0	-11	nt	nt	nt	-6	nt	6
8	COCCOC(=O)N1C(=O)[C@@]2(c3cc(C#CCNC(N)=O)ccc31)[C@H](C(=O)N1CCN(c3ncccn3)CC1)[C@H]1C(=O)O[C@H](c3ccccc3)[C@H](c3ccccc3)N1[C@@H]2c1ccccc1OCCO	2	nt	0	-2	7	nt	3	nt
9	O=C(CNC(=O)c1ccccc1Br)N/N=C/c1cccs1	2	8	-17	-1	1	22	-9	-12
10	Cc1ccsc1CN(C)C(=O)CN1C(=O)NC2(CCCc3ccccc32)C1=O (centres undefined)	1	9	-5	2	0	nt	16	0

Look-ups from the list.
no. 5 in PglD inh shows 3
no. 9 in LGR2 antag shows 22
no. 6 in PglD inh shows -3
no. 3 in LGR2 antag shows 12
no. 8 in PAX8 reporter shows 3

The listing continues:
No.	Molecule	PglD inh	PGC1a acetyl inh	EWS-Fli inh	ERAP1 inh	S100A4 MyoIIA	LGR2 antag	PAX8 reporter	FN deposit inh
11	COc1ccc2c3c([nH]c2c1)[C@@H](CO)N(C(=O)Nc1ccc(F)cc1)CC31CCN(S(=O)(=O)c2cccc(F)c2)CC1	nt	nt	-4	-1	6	-1	nt	nt
12	C[C@H]1CN([C@@H](C)CO)C(=O)Cc2cc(NC(=O)Nc3ccc(F)cc3)ccc2O[C@H]1CN(C)CC1CC1	2	-1	-9	-1	-2	-23	14	nt
13	COc1cccc(NC(=O)NC2(C(F)(F)F)Oc3ccccc3O2)c1	-3	13	nt	nt	nt	nt	5	13
14	O=C(CCNS(=O)(=O)c1ccc2nsnc2c1)N1CCN(c2ccncc2)CC1	-8	-11	2	1	1	-14	-14	2
15	NC(=O)COC(=O)[C@H](Cc1c[nH]c2ccccc12)NC(=O)c1ccc(F)cc1	2	nt	7	5	0	1	-5	-1
16	CCn1c(CSc2nc(C)cs2)nc2cc(S(=O)(=O)N(C)C)ccc21	4	4	nt	nt	nt	nt	10	6
17	Cc1cc(NC(=O)CSc2nc3ccsc3c(=O)n2NC(=O)c2ccccc2)no1	5	20	nt	nt	nt	-4	nt	1
18	Cc1ccccc1S(=O)(=O)N1C[C@@H]2C(C(=O)C[C@@H]3C(=O)N(C)C(=O)[C@@H]32)[C@@H]1c1ccc(Cl)cc1 (some centres undefined)	nt	nt	1	-2	-5	-5	-14	-4
19	CC(=O)N1c2c(cc(Br)cc2S(=O)(=O)N2CCN(C(=O)c3ccco3)CC2)CC1C (centres undefined)	-1	-12	nt	nt	nt	nt	-10	0
20	O=C(N/N=C/c1cc(Br)ccc1O)c1ccncc1	3	15	41	4	-6	18	35	-5

(cont.)
No.	Molecule	PglD inh	PGC1a acetyl inh	EWS-Fli inh	ERAP1 inh	S100A4 MyoIIA	LGR2 antag	PAX8 reporter	FN deposit inh
21	Clc1ccc(Sc2oc(/C=N/n3cnnc3)cc2Br)cc1	5	-4	nt	nt	nt	nt	1	4
22	CCC(C)c1ccc(C(CC)NC(=O)C2CCCO2)cc1 (centres undefined)	7	nt	12	-2	-3	6	5	-4
23	Cc1ccc(C2CC(C(F)F)n3ncc(C(=O)Nc4c(C)nn(Cc5c(F)cccc5Cl)c4C)c3N2)cc1 (centres undefined)	0	-3	nt	nt	nt	nt	23	-2
24	CC(C)CCNC(=O)COC(=O)/C=C/c1ccc2ccccc2n1	3	4	5	4	-14	1	-5	-4
25	O=C(O)Cc1sc(NCCc2ccccc2)nc1-c1ccc(F)cc1	-10	-2	-15	-5	-4	-7	-18	0
26	Cc1noc(C)c1S(=O)(=O)N(C)C[C@@H]1OCCCC[C@@H](C)Oc2ccc(NC(=O)NC(C)C)cc2C(=O)N([C@@H](C)CO)C[C@@H]1C	-3	-4	-15	0	6	11	-24	-7
27	CC(C)CC(=O)c1c[nH]c(C(=O)O)c1	nt	3	-5	-4	3	32	3	7
28	Cc1nc(Nc2ccccc2C(F)(F)F)sc1C(=O)N(C)C	4	9	-36	22	-2	-31	-74	-1
29	COc1ccc(OC)c(NC(=O)COC(=O)C2CCCCC2)c1	-2	2	0	4	-3	nt	4	-5
30	O=C(CC1C(=O)N(c2ccccc2)C(=S)N1c1ccccc1)c1ccc(Br)cc1 (centres undefined)	nt	nt	2	-3	-6	-9	-24	13

Another view of 7 compounds above:
[9] O=C(CNC(=O)c1ccccc1Br)N/N=C/c1cccs1
[10] Cc1ccsc1CN(C)C(=O)CN1C(=O)NC2(CCCc3ccccc32)C1=O (centres undefined)
[11] COc1ccc2c3c([nH]c2c1)[C@@H](CO)N(C(=O)Nc1ccc(F)cc1)CC31CCN(S(=O)(=O)c2cccc(F)c2)CC1
[12] C[C@H]1CN([C@@H](C)CO)C(=O)Cc2cc(NC(=O)Nc3ccc(F)cc3)ccc2O[C@H]1CN(C)CC1CC1
[13] COc1cccc(NC(=O)NC2(C(F)(F)F)Oc3ccccc3O2)c1
[14] O=C(CCNS(=O)(=O)c1ccc2nsnc2c1)N1CCN(c2ccncc2)CC1
[15] NC(=O)COC(=O)[C@H](Cc1c[nH]c2ccccc12)NC(=O)c1ccc(F)cc1
assay / entry	9	10	11	12	13	14	15
PglD inh	2	1	nt	2	-3	-8	2
PGC1a acetyl inh	8	9	nt	-1	13	-11	nt
EWS-Fli inh	-17	-5	-4	-9	nt	2	7
ERAP1 inh	-1	2	-1	-1	nt	1	5
S100A4 MyoIIA	1	0	6	-2	nt	1	0
LGR2 antag	22	nt	-1	-23	nt	-14	1
PAX8 reporter	-9	16	nt	14	5	-14	-5
FN deposit inh	-12	0	nt	nt	13	2	-1

Remaining list, next part:
No.	Molecule	PglD inh	PGC1a acetyl inh	EWS-Fli inh	ERAP1 inh	S100A4 MyoIIA	LGR2 antag	PAX8 reporter	FN deposit inh
31	CN(CC(=O)Nc1ccc(Cl)cc1)C(=O)C1CCCC1	-1	nt	-33	0	-4	-5	nt	-2
32	Cc1oc(-c2ccc3c(c2)OCCO3)cc1C(=O)NC(CCC(=O)O)C(=O)O (centres undefined)	-3	19	nt	nt	nt	nt	-45	-2
33	COc1ccc(CN(C)C[C@H]2Oc3c(NC(=O)Nc4ccccc4)cccc3C(=O)N([C@H](C)CO)C[C@@H]2C)cc1	-2&-2	-5&-4	4&-6	-2&0	13&-3	3&-2	0	12
34	C[C@H](CO)N1C[C@H](C)[C@@H](CN(C)S(C)(=O)=O)OCCCC[C@H](C)Oc2ccc(NC(=O)Cc3ccccc3)cc2C1=O	4	4	-4	0	-23	-16	-15	nt
35	NNC(=O)c1ccc(N2CCCCCC2)c([N+](=O)[O-])c1	-1	1	0	-3	-5	-7	22	1
36	COCC(=O)Nc1ccc2c(c1)C(=O)N(C)[C@@H]1CC[C@@H](CC(=O)N3CCc4ccccc4C3)O[C@H]1CO2	-1	5	-13	-2	23	-2	2	-7
37	CC(Cc1ccccc1)C(=O)Nc1ccccc1 (centres undefined)	-4	-1	-11	nt	nt	6	-12	-1
38	O=C(N/C(=C/c1ccc(F)cc1)C(=O)N1CCOCC1)c1ccco1	-4	-3	1	0	-8	-2	-5	-9
39	COc1ccc2sc(-c3ccc(N(C)C)cc3)c(C#CCCO)c2c1	5	-32	4	-4	-5	2	13	-15
40	COc1ccc(NC(=O)Nc2nc3ccccc3s2)cc1	nt	nt	-115	0	1	-36	-158	-3

Additional entries follow:
No.	Molecule	PglD inh	PGC1a acetyl inh	EWS-Fli inh	ERAP1 inh	S100A4 MyoIIA	LGR2 antag	PAX8 reporter	FN deposit inh
41	NC(=O)c1nc(C(=O)N2CCN(c3ccccc3)CC2)c2ccccc2n1	0	nt	-12	-1	-2	-17	10	-2
42	CCc1cc(C(=O)Nc2ccc(OC)nc2)sc1C	6	-6	-100	-6	-6	-52	-69	5
43	CC(C)[C@H](NC(=O)c1ccco1)C(=O)N(C)Cc1c(F)cccc1Cl	-1	-16	5	-1	-7	5	-4	-2
44	COc1ccc(C(=O)NCc2nnc(SCC(=O)NCc3ccco3)o2)cc1OC	-2	-15	-1	1	-36	12	2	-4
45	COc1cccc(CNC(=O)c2ccccc2-c2ccccc2C(=O)O)c1	-8	nt	9	0	-2	4	-40	-1
46	CCC(=O)N1c2ccccc2-c2nnc(SC)nc2OC1c1ccc(N(C)C)cc1 (centres undefined)	3	2	0	3	-2	-14	13	-3
47	COc1ccccc1C#Cc1ccc([C@H]2[C@H](CO)N3CCCCN(C(=O)C4CCCC4)C[C@@H]23)cc1	0	-9	3	0	-5	nt	-15	nt
48	COc1ccc(CN(CC2CCCO2)C(=O)c2cc3ccccc3oc2=O)cc1 (centres undefined)	nt	0	5	-1	3	18	14	7
49	N/C(=N\O)c1ccccc1-n1cccc1	nt	21	10	5	1	20	3	-11
50	CCC1(c2ccc(F)cc2)NC(=O)N(CC(=O)NCc2ccc(C)cc2)C1=O (centres undefined)	3	1	15	1	-2	-7	19	-4

(continued)
No.	Molecule	PglD inh	PGC1a acetyl inh	EWS-Fli inh	ERAP1 inh	S100A4 MyoIIA	LGR2 antag	PAX8 reporter	FN deposit inh
51	CC(C)NC(=O)N(C)C[C@H]1OCCCC[C@H](C)Oc2ccc(NS(=O)(=O)c3cccs3)cc2C(=O)N([C@@H](C)CO)C[C@@H]1C	0	7	-9	2	-7	11	8	-1
52	O=C(NCCCn1ccnc1)c1ccc(C(F)(F)F)cc1	-1	-8	7	4	-2	-8	18	2
53	Cc1n[nH]c(=O)c2c(NC(=O)CSc3cc(Cl)ccc3Cl)oc(C)c12	-2	nt	8	6	-4	-3	9	1
54	COc1cc(/C=C/C(=O)O)cc(S(=O)(=O)Nc2cccc(SC)c2)c1OC	1	-2	0	-7	3	-8	-7	-9
55	C[C@H](CO)N1C[C@H](C)[C@H](CN(C)Cc2ccccn2)Oc2cc(C#C[C@@H](C)O)ccc2S1(=O)=O	0	8	-5	-1	10	0	nt	nt
56	CN1CCc2c(sc3nc(SCC(=O)NCc4ccco4)n(-c4ccccc4)c(=O)c23)C1	-6	-8	-61	-1	-43	-22	-112	14
57	Cc1cc(C)c2c(CN3CCCC3)cc(=O)oc2c1	-3	-6	-2	0	2	-11	-11	-11
58	Cc1ccc(C(=O)NNCC(=O)Nc2ccc(Cl)cc2F)cc1	-4	nt	3	1	2	-2	-21	-3
59	COCC(=O)N1C[C@H](C)[C@H](OC)CN(C)C(=O)c2cc(NC(=O)c3ccccc3)ccc2OC[C@@H]1C	4	-5	-5	-5	30	-1	-20	4
60	Cc1ccc(S(=O)(=O)N2C[C@@H](O)COC[C@@H]3O[C@@H](CC(=O)N[C@H]4CCN(Cc5ccccc5)C4)CC[C@H]32)cc1	4	2	4	-6	2	-3	26	-8
61	COC(=O)c1ccc(N=NN2CCCCCC2)cc1	9	-2	-58	-2	1	-50	37	-1
